DRD3 agonist: qHTS of D3 Dopamine Receptor Agonist: qHTS | D(3) dopamine receptor (Homo sapiens), P35462 | hit rate 0.58% among 410,000 | AID 652048, 2013 | max activation, % | D3R DiscoveRx beta-arrestin cells, luminescence, 90 min; in the data active means max activation above about 30%; further: 0% is about no effect; mostly tested at two doses, the higher about 12 µM
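Agonist-mode cell screen: cells plated at 1500/well and incubated overnight at 37 °C, then exposed to library compounds for 90 min at 37 °C. Detection reagent was added for 30–60 min at room temperature, and luminescence was read.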
DRD3 antagonist: qHTS of D3 Dopamine Receptor Antagonist: qHTS. hit rate 2.5% among 360,000. D3R cells, DiscoveRx beta-arrestin luminescence, antagonist mode; stronger effect = lower value. max response, negative = inhibition, %; in the data active means max response below about -50%; inconclusive means no clear call, values can overlap the other calls; further: on the % scale 0 is the no-effect control and ±100 the full control effect; mostly tested at two doses, the higher about 12 µM
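Cells expressing the human receptor were seeded at 1500 cells/well, incubated overnight at 37 degrees C in 5% CO2, then exposed to library compounds with dopamine controls for 90 minutes at 37 degrees C before luminescent detection.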
GLP-1R agonist: qHTS of GLP-1 Receptor Agonists; AID 624172, 2012; HEK293 GLP-1R CRE-luciferase, luminescence, 4-6 h; cells express a hypersensitive GLP-1R form; Potency, µM (doses to about 45.6 µM), without a hit: top-dose activation, actives largely listed as activators; Glucagon-like peptide 1 receptor (Homo sapiens), P43220; hit rate 0.007% among 380,000; further: potency means the concentration at half of the fitted maximal effect; % of control where 0% means no effect
IL2 activator: qHTS of IL-2 Activators | IL-2 activation reporter assay, cell-based qHTS; stimulated with anti-CD3/CD4/CD28 beads; in transgenic mouse T cells | activation, % (series mostly up to about 46 µM) | hit rate 0.065% among 360,000 | AID 652025, 2013; in the data active means activation above about 50%; inconclusive means mostly about 30% to 49%; further: 0% is about no effect
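Screening format: compound pinned onto unstimulated transgenic mouse T cells, 60 min incubation, then anti-CD3/anti-CD4/anti-CD28 bead stimulation for 18 hours at 37 degrees C, followed by EGFP and DsRed detection.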
PLK1 PBD inh: qHTS for Inhibitors of PLK1-PDB (polo-like kinase 1 - polo-box domain): Primary Screen; hit rate 2.8% among 360,000; Plk1 PBD binding of FITC phosphopeptide, fluorescence polarization; Potency, µM, for the others: max response, negative = inhibition, most hits filed as inhibitors; further: potency means the concentration at half of the fitted maximal effect; series mostly up to about 57 µM; on the % scale 0 is the no-effect control and ±100 the full control effect; nearly all actives have a fitted effect of over 65% in size
GLP-1R inv ag: qHTS of GLP-1 Receptor Inverse Agonists (Inhibition Mode); hit rate 1.6% among 410,000; Potency, µM (titrated, usually from 38.3 µM), without a hit: at the highest dose activity change, negative = inhibition, most hits filed as inhibitors; AID 624417, 2012; HEK293 GLP-1R CRE-luciferase, luminescence, 24 h; GLP-1R form is constitutively active; Glucagon-like peptide 1 receptor (Homo sapiens), P43220; further: potency means the concentration at half of the fitted maximal effect; on the % scale 0 is the no-effect control and ±100 the full control effect; nearly all actives have a fitted effect of over 55% in size
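Using stably transfected HEK293 (constitutively active GLP-1R, cAMP-luciferase reporter), compounds were incubated 24 hr and luciferase measured by luminescence.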
WRN helicase inh: qHTS for Inhibitors of WRN Helicase; Bifunctional 3'-5' exonuclease/ATP-dependent helicase WRN (Homo sapiens), Q14191; WRN helicase unwinding, fluorescent forked duplex, kinetic; Potency, µM (series often up to 114 µM), for inactives: at the top dose activity change, negative = inhibition, most hits filed as inhibitors; hit rate 0.46% among 360,000; AID 651768, 2012; further: potency means the concentration at half of the fitted maximal effect; on the % scale 0 is the no-effect control and ±100 the full control effect; nearly all actives have a fitted effect of over 55% in size
Target sequence (Q14191 whole entry, looked up): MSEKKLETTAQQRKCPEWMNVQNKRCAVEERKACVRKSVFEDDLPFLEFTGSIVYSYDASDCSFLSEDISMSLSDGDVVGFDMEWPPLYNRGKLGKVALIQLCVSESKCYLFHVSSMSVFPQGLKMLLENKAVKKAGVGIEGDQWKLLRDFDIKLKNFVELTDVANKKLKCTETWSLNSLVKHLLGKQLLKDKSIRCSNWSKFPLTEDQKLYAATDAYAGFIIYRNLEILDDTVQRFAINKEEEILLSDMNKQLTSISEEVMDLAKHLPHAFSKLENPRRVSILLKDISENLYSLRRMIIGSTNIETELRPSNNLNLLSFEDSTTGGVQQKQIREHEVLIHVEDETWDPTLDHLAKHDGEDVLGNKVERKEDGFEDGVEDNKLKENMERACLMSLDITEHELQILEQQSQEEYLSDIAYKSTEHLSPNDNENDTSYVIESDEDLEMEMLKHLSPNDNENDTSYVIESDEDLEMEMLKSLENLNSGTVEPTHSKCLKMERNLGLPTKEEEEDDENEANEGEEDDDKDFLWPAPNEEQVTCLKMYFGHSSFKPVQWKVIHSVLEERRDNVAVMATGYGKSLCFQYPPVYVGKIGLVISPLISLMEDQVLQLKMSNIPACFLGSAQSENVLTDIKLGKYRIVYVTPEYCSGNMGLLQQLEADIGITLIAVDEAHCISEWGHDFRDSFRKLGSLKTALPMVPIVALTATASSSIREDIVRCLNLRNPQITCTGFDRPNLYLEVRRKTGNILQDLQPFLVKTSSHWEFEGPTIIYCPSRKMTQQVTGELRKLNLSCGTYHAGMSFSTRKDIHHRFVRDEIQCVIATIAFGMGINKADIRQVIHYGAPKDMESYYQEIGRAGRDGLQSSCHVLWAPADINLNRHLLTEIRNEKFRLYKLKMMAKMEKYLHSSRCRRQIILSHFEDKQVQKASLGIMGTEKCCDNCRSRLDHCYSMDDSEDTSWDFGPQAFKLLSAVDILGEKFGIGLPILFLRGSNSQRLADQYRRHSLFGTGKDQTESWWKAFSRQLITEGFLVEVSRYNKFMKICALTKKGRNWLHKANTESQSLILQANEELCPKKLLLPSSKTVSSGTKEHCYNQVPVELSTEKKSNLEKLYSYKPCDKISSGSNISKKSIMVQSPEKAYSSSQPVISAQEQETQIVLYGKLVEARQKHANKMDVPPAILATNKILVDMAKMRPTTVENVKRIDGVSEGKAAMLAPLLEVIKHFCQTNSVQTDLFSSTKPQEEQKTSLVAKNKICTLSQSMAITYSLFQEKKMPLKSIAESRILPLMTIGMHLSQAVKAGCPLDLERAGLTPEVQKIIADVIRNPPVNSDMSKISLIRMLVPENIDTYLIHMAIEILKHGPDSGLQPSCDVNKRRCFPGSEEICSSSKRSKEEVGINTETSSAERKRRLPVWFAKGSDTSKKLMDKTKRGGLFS
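Primary qHTS, 1536-well format. 20 nM WRN + compound, 15 min RT; start with 100 nM forked fluorophore/quencher duplex, 2 mM ATP (final); kinetic read ex 525/em 598 nm.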
PI5P4K alpha inh: qHTS for Inhibitors of phosphatidylinositol 5-phosphate 4-kinase (PI5P4K); Phosphatidylinositol 5-phosphate 4-kinase type-2 alpha (Homo sapiens), P48426; PI5P4Kalpha enzyme, ADP-Glo luminescence, 60 min; stronger effect = lower value; max response, %; hit rate 1.2% among 330,000; active means max response of -50% or lower; inconclusive means between -30% and -50%; inactive means -30% or higher; further: value at the top dose of about 77 µM; on the % scale 0 is the no-effect control and ±100 the full control effect
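Human PI5P4Kalpha with substrate in 0.038 M HEPES pH 7.4, 0.28 mM EGTA, 0.1% CHAPS, 5% DMSO; reaction started with 5 microM ATP (final), 60 min at room temperature. ADP formed read by ADP-Glo luminescence.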
HEK293 tox: qHTS of GLP-1 Receptor Inverse Agonists: Cytotox Screen | AID 624418, 2012 | HEK293 cAMP-luciferase reporter cells, luminescence, 24 h | Potency, µM (series often up to 38.3 µM), for inactives: at the highest dose activity change, negative = inhibition, most hits filed as inhibitors | hit rate 0.13% among 410,000;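 further: loss of luciferase light is scored as toxicity; potency means the concentration at half of the fitted maximal effect; on the % scale 0 is the no-effect control and ±100 the full control effect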
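Luminescence readout: signal drop marks cytotoxicity. Plated cells grew 12 h at 37 °C, 5% CO2, received 23 nL compound for 24 h, then got luciferase reagent, read after 12 min at RT.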
* = called active by the depositor; ? = inconclusive; . = not tested or not shown; & = joins results of further samples; ! = a repeat was not active; [ ] = dose if it differs, or a comment. Unless noted, the call rests on the fitted dose curve; in most records, active means well fitted curve in the direction sought with a large enough effect; inconclusive means small, poorly fitted or top-dose-only effect, or another doubt; inactive means no such curve, though single readings can be large; an effect the other way counts as inactive or inconclusive.

SMILES	DRD3 agonist	DRD3 antagonist	GLP-1R agonist	IL2 activator	PLK1 PBD inh	GLP-1R inv ag	WRN helicase inh	PI5P4K alpha inh	HEK293 tox
COc1cccc(-c2nc(-c3ccc4c(c3)-c3ccccc3S4(=O)=O)c(-c3ccccc3)[nH]2)c1OC	7	-11	-5%	0.2	?	-16%	-12%	10	283%[activator]
O=C(NCC1(N2CCCCC2)CCCCC1)c1ccc(NS(=O)(=O)c2ccccc2)cc1	-7	4	-1%	-1.3	2%	-11%	5%	2	-18%
COc1ccccc1NC(=O)Oc1cccc(OC(=O)c2ccccc2)c1	4	6	5%	0.5	-3%	-10%	-3%	0	-2%
O=C1CC(NNC(=O)c2ccc(Br)cc2)C(=O)N1 (stereo not given)	-9	-3	-1%	1.0	0%	-12%	-7%	0	0%
CCCNC(=O)C1(C)CCN(C(=O)C(c2ccccc2)c2ccccc2)C1 (stereo not given)	2	17	-5%	-0.1	-6%	-8%	-3%	2	-8%
O=C(O)c1cc(N/N=C/C(Cl)=C/c2ccccc2)ccc1Cl	-2	18	-6%	-0.7	?	-47%	-21%	1	-16%
CCOC(=O)c1ccccc1NC(=O)CN(c1cc(C(F)(F)F)ccc1Cl)S(C)(=O)=O	5	.	-2%	.	.	?	.	.	-2%
Cc1ccsc1C(=O)N1CCCC(CCC(=O)N2CCN(c3ccccn3)CC2)C1 (stereo not given)	4	2	-2%	-0.4	-9%	-8%	2%	-2	2%
CS(=O)(=O)N(CCc1ccccc1)CC(=O)N1CCN(Cc2ccccc2)CC1	-4	2	-5%	-0.9	-11%	?	11%	-8	-12%
CCCCn1c(N)c(N(CCOC)C(=O)c2ccc(-c3ccccc3)cc2)c(=O)[nH]c1=O	-7	0	0%	-1.9	-9%	0%	10%	2	-3%
Cc1ccc(-c2nc3sc4c(N)ncnc4c3c3c2CCCC3)cc1	10	-23	18%	1.5	-2%	0%	-15%	4	6%
CCCCn1nnnc1C(c1ccccc1)N1CCN(c2ccccc2)CC1 (stereo not given)	6	-3	9%	-0.2	-8%	?	-5%	9	-10%
COc1ccccc1CNc1ccc2nnc(CCNC(=O)c3ccc(C)cc3)n2n1	1	11	3%	1.4	0%	14%	-6%	1	0%
COc1ccccc1N1CCN(C(=O)C2CCCN(c3ncnc4c3nc3n4CCCCC3)C2)CC1 (stereo not given)	0	43	-2%	-2.5	3%	?	9%	0	-21%
COc1ccc(NC(=O)c2ccc(CN3CCN(c4ccccc4)CC3)cc2)cc1	-13	?	-3%	-0.1	2%	?	-4%	3	-25%
O=C(O)c1ccc2cccc(O)c2n1	-7	-14	-1%	-0.3	3%	11%	-8%	3	29%
Cc1ccc(CN2CCC(n3nccc3NC(=O)CCOc3ccccc3)CC2)cc1C	-15	-1	7%	-2.3	-12%	?	-3%	3	-21%
C=C(C)CNC(=S)NNC(=O)c1ccc(Br)cc1	10	-25	0%	-3.4	-25%	2%	-1%	-3	-2%
Cc1ccc(-n2c(=O)[nH]cc(C(=O)Nc3ccc4c(c3)OCCO4)c2=O)cc1	4	-8	-6%	-3.2	0%	0%	3%	-6	-3%
CC1(C)CC(=O)c2cc(C(=O)NNc3ccccc3)c(=O)n(-c3ccccc3)c2C1	3	-2	2%	-0.2	-3%	1µM*	10%[57.1 µM]	0	-8%

Some entries already given with just GLP-1R agonist.
structure | GLP-1R agonist
Cc1ccc(-n2c(=O)[nH]cc(C(=O)Nc3ccc4c(c3)OCCO4)c2=O)cc1 | -6%
Cc1ccc(-c2nc3sc4c(N)ncnc4c3c3c2CCCC3)cc1 | 18%

More compounds follow.
SMILES	DRD3 agonist	DRD3 antagonist	GLP-1R agonist	IL2 activator	PLK1 PBD inh	GLP-1R inv ag	WRN helicase inh	PI5P4K alpha inh	HEK293 tox
COc1ccc(NC(=O)CCOc2ccc(C)cc2)c(OC)c1	8	15	0%	4.4	-8%	5%	3%	0	-7%
O=C(Nc1ccccc1C(=O)Nc1ccccc1C(=O)NCc1ccco1)c1ccco1	23	37	1%	-0.3	-6%	4%	-23%	.	-35%
O=C(CCC1CCCCC1)NC1CCCCC1	-10	-21	2%	-0.8	-2%	0%	2%	3	-11%
Cn1nc(C(F)(F)F)cc1-c1ccc(/C=C(\C#N)C(=O)c2cccc(C(F)(F)F)c2)s1	-2	3	15%	-3.3	36%[activator]	-13%	-1%	2	0%
CCc1ccc(CN(C)C(=O)C2CCC(=O)N(Cc3cccc(OC)c3)C2)nc1 (stereo not given)	2	0	-4%	0.7	-1%	-39%	1%	2	-21%
Cc1nn(CCCC(=O)Nc2cc(Oc3ccc(F)cc3)cc([N+](=O)[O-])c2)c(C)c1[N+](=O)[O-]	4	-12	-16%	-0.4	-5%	?	-2%	12	-18%
COc1cccc(C2=CC(=O)C[C@H](c3ccc(Cl)cc3)C2)c1	1	-28	27%	0.1	-13%	5%	-16%	6	-5%
O=C(NCC1(c2ccccc2)CCCC1)C1(c2ccccc2)CCCC1	-3	?	-11%	-0.8	-1%	?	-2%	23	-9%
CCOC(=O)c1cc2c(=O)n3ccccc3nc2n(C(C)C)c1=NC(=O)c1c(-c2ccccc2Cl)noc1C	2	0	3%	0.2	-7%	11%	1%	-2	0%
CN(C(=O)c1cccs1)c1ccc(OCC(=O)N2CCC(C(N)=O)CC2)cc1	1	10	-2%	-0.1	-9%	-2%	-9%	0	-6%
COc1ccc(C(=O)N2CCN(c3ccc(C)cc3)CC2)cc1OC	-7	-23	-1%	-3.4	-18%	3%	2%	8	0%
Cc1cc2c(n1-c1ccc(Cl)cc1)CC(C)(C)CC2=O	-17	-18	1%	-3.1	-8%	-28%	-2%	.	1%
Cc1ccsc1C(=O)OC1CCOC1=O (stereo not given)	2	-5	-7%	-2.0	-2%	-2%	5%	0	2%
CC(C)c1ccc(CN2CCN(C(=O)CCl)CC2)cc1	0	-22	-5%	-1.1	-23%	5.6µM*	-21%	3	?
O=C(NCCS(=O)(=O)N1CCN(c2ccc(F)cc2)CC1)c1ccc(Br)o1	-7	0	7%	-0.7	8%	1%	5%	0	4%
Cc1cc(-c2ccco2)n(-c2ccccc2)n1	-3	-22	-3%	-0.3	-16%	1%	-7%	.	-1%
COc1cc(C(=O)OCC(=O)c2cc(C)n(CC3CCCO3)c2C)ccc1OCC(=O)N1CCOCC1 (stereo not given)	4	9	29%	-1.2	-6%	37%[activator]	-11%	-8	2%
Cc1nnc(SCC(=O)Nc2nsc(-c3ccc(C(C)(C)C)cc3)n2)s1	-6	-12	0%	-3.1	-29%	3%	-12%	3	2%
COCCNS(=O)(=O)c1cc(Br)ccc1OC	-3	-9	3%	-0.1	0%	10%	-7%	.	3%
Cn1c(CN2CCCCC2)nc2cc([N+](=O)[O-])ccc21	-16	?	3%	1.0	-9%	18%	-1%	0	5%
O=C(C=Cc1ccccc1O)c1ccccc1O	-9	-10	6%	-0.5	?	7.9µM*	-15%	4	-16%
CCN1CCN(C(=O)N(Cc2ccc(Cl)cc2)S(=O)(=O)c2ccc(C)cc2)CC1	4	0	-7%	-3.4	-2%	12%	-1%	-3	3%
Nc1cc2c(cc1[N+](=O)[O-])OCCOCCOCCO2	1	-2	0%	0.7	-13%	-2%	-3%	5	-21%
Cc1nnc2ccc(-c3ccc(NS(=O)(=O)c4ccccc4)cc3)nn12	1	-13	2%	-2.4	2%	58%[activator]	0%	-12	-4%
CCOc1ccc(-c2cnc3n2CCC3)cc1	-8	-13	4%	-5.4	-2%	-17%	-2%	3	?
O=C(CSc1ncccn1)NN=C1CCCCCC1	3	12	-9%	1.2	1%	7%	0%	-3	-1%
COc1nnc(-c2ccc(C)c(S(N)(=O)=O)c2)c2ccccc12	5	-2	16%	0.3	-7%	11%	6%	-14	3%
COc1cc(CO)ccc1OCC(=O)Nc1cccc2ccccc12	-17	0	25%	-4.5	-1%	39%[activator]	?	2	12%
CCCCSc1nc(C)nc2c1c(=O)n(C)c(=O)n2C	7	17	4%	0.8	-3%	4%	3%	-1	-24%
C=CCN1C(=O)C(Cc2ccc(OCC)cc2)SC1=Nc1ccc(C(=O)O)cc1 (stereo not given)	2	-1	10%	0.5	2%	5%	-3%	5	15%
COc1ccc(C(=O)N2CCCCCC2)cc1S(=O)(=O)N1CCOCC1	20	-4	0%	-1.7	-12%	-9%	-6%	1	5%
C=CCN(CC=C)C(=O)C1CC(=O)N(c2ccc(Br)cc2)C1 (stereo not given)	-5	0	-2%	-0.8	-3%	?	-8%[57.1 µM]	6	1%
CC(C(O)c1ccc(O)cc1)N1CCC(Cc2ccccc2)CC1 (stereo not given)	-91&0&-20&-62	-88*!	0%&-2%&-3%&6%	0.2&0.1&0.4	4%&-9%&-28%	?	-9%&-6%	0&1&-6	-9%&7%&6%
COc1ccc(-c2noc(N3CCC(C(=O)N4CCN(c5ccccn5)CC4)CC3)n2)cc1	5	7	-16%	-0.6	0%	?	-2%	-4	-18%
Cc1ccc(NC(=O)CC(=O)c2ccccc2)cc1C	-12	-12	12%	-0.2	-2%	-28%	-27%	4	14%
O=C(CCC(=O)N1CCN(S(=O)(=O)c2ccccc2)CC1)c1cccs1	-4	-26	-10%	2.9	-8%	-17%	7%	.	-7%
CCOC(=O)[C@H]1[C@H]2COc3cc(OC)ccc3[C@@H]2N2C(=O)CN(Cc3ccc(C)cc3)C(=O)[C@@]12C	4	-1	-3%	-0.5	2%	-3%	-1%	-3	-19%

From PubChem BioAssay
